High-throughput results deposited in PubChem BioAssay by IUPUI and University of Michigan.
ST2 inh: inhibitors of human ST2 (IL1RL1) binding to IL-33, primary screen, biochemical, AlphaLISA; Interleukin-1 receptor-like 1 (Homo sapiens), Q01638; AlphaLISA ST2-Fc/biotin-IL-33 interaction, 1 h; inhibition, % for hits at 17 µM; 78,000 tested, 2.3% active; AID 1259354, 2018; in the data active = inhibition above about 30%; inconclusive = mostly about 10% to 28%
Target sequence (Q01638 whole entry, looked up): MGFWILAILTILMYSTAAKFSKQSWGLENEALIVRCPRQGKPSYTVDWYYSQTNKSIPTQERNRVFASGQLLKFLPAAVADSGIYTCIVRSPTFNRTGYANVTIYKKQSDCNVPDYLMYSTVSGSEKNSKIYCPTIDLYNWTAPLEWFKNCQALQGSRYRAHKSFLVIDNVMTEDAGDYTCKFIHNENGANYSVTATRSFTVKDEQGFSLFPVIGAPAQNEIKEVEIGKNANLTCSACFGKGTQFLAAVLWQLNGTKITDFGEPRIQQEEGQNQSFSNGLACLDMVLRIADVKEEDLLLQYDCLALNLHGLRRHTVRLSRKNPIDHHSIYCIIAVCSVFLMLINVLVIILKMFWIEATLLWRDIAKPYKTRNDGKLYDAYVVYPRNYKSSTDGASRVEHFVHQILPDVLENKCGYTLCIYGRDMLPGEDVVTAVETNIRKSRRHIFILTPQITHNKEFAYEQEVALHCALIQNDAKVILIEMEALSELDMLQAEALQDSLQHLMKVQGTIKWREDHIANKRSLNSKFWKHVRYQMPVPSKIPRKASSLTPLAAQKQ
An asterisk follows results filed as active; i = inactive; u = inconclusive.

SMILES	ST2 inh
Cc1ccc(NC(=O)C(NS(=O)(=O)c2ccc3c(c2)oc(=O)n3C)C(C)C)cc1 (stereo not given)	i
Cn1cnc2c1c(=O)n(CCC[Si](C)(C)C)c(=O)n2C	u
O=C(NCCc1ccccc1)c1ccc([N+](=O)[O-])cc1	u
Cc1cccc(CSC2=NCCN2C(=O)c2ccccc2Br)c1	i
CCc1ccc(NC(=O)CN2CCN(Cc3ccc(F)cc3Cl)S2(=O)=O)cc1	i
Cc1ccc(C(=O)OCCN2C(=O)c3ccccc3C2=O)cc1	i
CC(C)(C)c1ccc(OCC(O)CSc2ncn[nH]2)cc1 (stereo not given)	i
NC(=Nc1nc2ccccc2o1)NC(=O)/C=C/c1ccccc1	u
C=CCC(=O)N(CCSCC)C1CCCCC1	u
NC(=O)C1=CN(C2OC(COP(=O)(O)OP(=O)(O)OC[C@H]3O[C@@H](n4cnc5c(N)ncnc54)[C@H](OP(=O)(O)O)[C@@H]3O)C(O)C2O)C=CC1 (stereo not given in full)	i
Cn1c(CCC(=O)N2CCNCC2C(=O)NC2CC2)nc2cccnc21 (stereo not given)	u
COC(=O)c1c(-c2cc(OC)c(OC)c(OC)c2)c2ccnc(OCc3ncccn3)c2c(=O)n1Cc1ccnc(C)c1	u
CN1CCN(CC(=O)N2CCCc3c2c(=O)oc2ccc(OCc4ccccc4)cc32)CC1	39%*
CC1CCN(CN2C(=O)C(=Nc3ccccc3)c3ccccc32)CC1	i
Cc1ccccc1OCC(=O)Nc1ncc(Cc2ccc(Cl)cc2)s1	i

Overlap with the part before: 4 compounds; new compounds follow.
SMILES	ST2 inh
COC(=O)c1c(-c2cc(OC)c(OC)c(OC)c2)c2ccnc(OCc3ncccn3)c2c(=O)n1Cc1ccnc(C)c1	u
CN1CCN(CC(=O)N2CCCc3c2c(=O)oc2ccc(OCc4ccccc4)cc32)CC1	39%*
CC1CCN(CN2C(=O)C(=Nc3ccccc3)c3ccccc32)CC1	i
Cc1ccccc1OCC(=O)Nc1ncc(Cc2ccc(Cl)cc2)s1	i
O=C(CN1C(=O)C2(OCCCO2)c2ccccc21)Nc1ccccc1Cl	i
O=c1[nH]nc(SCc2ccccc2Cl)c(=O)[nH]1	i
O=C(CCS(=O)(=O)c1cccc2nonc12)N1CCCCC1	u
O=C(COc1ccccc1)N1CCN=C1SCc1ccccc1	i
COc1ccc(CCNS(=O)(=O)c2cccc3cccnc23)cc1OC	i
COc1ccc(C)cc1N(CC(=O)N1CCN(c2ccccc2F)CC1)S(C)(=O)=O	i
Cc1cc(C)n2nc(S(=O)(=O)Nc3c(Cl)nc(C)c(Cl)c3C)nc2n1	i
CCCCC1=NN(C(=O)COc2ccc(Cl)c(C)c2)C(O)(C(F)(F)F)C1 (stereo not given)	i
Cn1cnnc1SCC(=O)N1N=C(c2ccc(Br)cc2)CC1c1ccc(F)cc1 (stereo not given)	i
CN(C(=O)Cc1c(C(=O)O)[nH]c2ccccc12)c1ccc(Cl)cc1	i
CCS(=O)(=O)N1CCCC(C(=O)NCC2CCCO2)C1 (stereo not given)	i
COc1ccc(C(=O)N2C[C@@H]3C[C@H](C2)c2c(NS(=O)(=O)c4cccs4)ccc(=O)n2C3)cc1	i
O=C(NCCC1=CCCCC1)C1CCC(=O)N(Cc2ccccn2)C1 (stereo not given)	i
CC1CCCN(C(=O)c2cc(-c3ccccc3)nc3ccccc23)C1 (stereo not given)	i
CN(C)c1ncccc1CNC(=O)C1(c2cccs2)CC1(C)C (stereo not given)	u
CCOc1ccc(Nc2c3ccccc3nc3ccccc23)cc1	u
COc1cc(C)sc1C(=O)N1CCCC2(CC1)CNC(=O)O2 (stereo not given)	i
CCN(CC)S(=O)(=O)N1CCC(C(=O)Nc2ccc3nc(CCc4ccccc4)[nH]c3c2)CC1	i
O=C(Nc1ccc(Oc2ccccc2)cc1)c1ccc2c(c1)OCO2	i
Cc1ccccc1/C=C1\Sc2ccccc2N(CC(=O)NC(C)c2ccccc2)C1=O (stereo not given)	32%*
CC1=C[C@@H](CNC(=O)C(C)(C)C)[C@H](C(C)C)C[C@H]1CC(=O)N(C)Cc1cccnc1	u
O=C(NCCSc1c(-c2ccc(Cl)cc2)[nH]c2ccccc12)c1ccncc1	u
Cc1ccc(C)c(NS(=O)(=O)c2ccc(NC(=O)c3ccccc3C)cc2)c1	i
CN(C)S(=O)(=O)c1ccc(C(=O)N=c2sc3cc(Cl)ccc3n2C)cc1	i
Cc1ccc(-n2c(SCc3ccc([N+](=O)[O-])cc3)nc3c(c2=O)SCC3)cc1	u
CNC(=O)c1cccc(-n2cnc(-c3ccccc3)c2)c1	u
[O-][n+]1c2c(nn1-c1ccccc1)-c1nonc1CC2	i
O=c1onc2cnc3ccccc3n12	i
C=Cc1cccc(CN2CCN(C)C3(CCN(C)CC3)C2)c1	u
COC(=O)c1nc2n(n1)C(c1ccc(OC)c(OC)c1)C(C(=O)OC1CCCCC1)=C(C)N2 (stereo not given)	i
Cc1ccc(-c2nnc(Nc3cccc(Cl)c3)c3ccccc23)cc1S(=O)(=O)NCCO	i
Cc1ccc(NC(=O)COc2ccccc2F)cc1OCc1cc(=O)n2cccc(C)c2n1	u
CSc1nnc2c(n1)OC(c1ccc(C)o1)N(C(C)=O)c1ccccc1-2 (stereo not given)	i
CS(=O)(=O)c1ccc(C(=O)NCc2cnn3ccccc23)cc1	u
CC(=O)c1ccc(NC(=O)CCCC(=O)O)cc1	i
O=C(NCC1CCCCO1)c1ccc2oc(CCCc3ccccc3)nc2c1 (stereo not given)	i
Cc1n[nH]c(C)c1S(=O)(=O)Nc1ccc2c(c1)OCCO2	i
CN(C)CC1(O)CCCN(C(=O)COCc2nc3ccc(F)cc3[nH]2)CC1 (stereo not given)	i
CCc1ccc(N2C(=O)Nc3ccc(Br)cc3C2(O)C(=O)NC(C)C)cc1 (stereo not given)	i
COc1ccccc1N1CCN(Cc2ccc(NC(C)=O)cc2)CC1	i
O=C(Nc1ccc(Br)cc1)c1cc2ccccc2oc1=O	i
O=C(O)c1ccccc1C1CCN(C(=O)Cc2c[nH]c3ccccc23)C1 (stereo not given)	u
CCc1cccc(OCCCN2CCCCC2)c1	i
COCCOC(=O)C1=C(C)NC(C)=C(C(=O)OC(C)C)C1c1cccc([N+](=O)[O-])c1 (stereo not given)	u
CN1C(=O)C(c2nnc(Nc3ccccc3)s2)C2c3ccccc3OC13CCCC23 (stereo not given)	i

6 of the compounds above, as a markdown table:
| SMILES | ST2 inh |
| --- | --- |
| COc1ccc(C)cc1N(CC(=O)N1CCN(c2ccccc2F)CC1)S(C)(=O)=O | i |
| Cc1cc(C)n2nc(S(=O)(=O)Nc3c(Cl)nc(C)c(Cl)c3C)nc2n1 | i |
| CCCCC1=NN(C(=O)COc2ccc(Cl)c(C)c2)C(O)(C(F)(F)F)C1 (stereo not given) | i |
| Cn1cnnc1SCC(=O)N1N=C(c2ccc(Br)cc2)CC1c1ccc(F)cc1 (stereo not given) | i |
| CN(C(=O)Cc1c(C(=O)O)[nH]c2ccccc12)c1ccc(Cl)cc1 | i |
| CCS(=O)(=O)N1CCCC(C(=O)NCC2CCCO2)C1 (stereo not given) | i |

(cont.)
SMILES	ST2 inh
O=C(O)c1cccc(NC(=O)c2cccc(C(=O)Nc3cccc(C(=O)O)c3)c2)c1	i
CC(=O)N1N=C(c2ccccc2)CC1c1ccc(N(C)C)cc1 (stereo not given)	u
CCSc1nc(-c2cccs2)cc(C(F)(F)F)c1C#N	u
CC(=O)c1ccc(N2CCN(C(=O)c3cn(C)c(=O)c4c3c3ccccc3n4C)CC2)cc1	i
O=C1CC(c2ccccc2)CC(O)=C1C=Nc1cc(Br)ccc1O (stereo not given)	u
COc1ccc2cc3cc(C(=O)NC(C)CCc4ccccc4)oc3nc2c1 (stereo not given)	i
COc1ccc(NC(=O)N2Cc3[nH]cnc3C[C@H]2c2nc(-c3ccc(C(F)(F)F)cc3)no2)cc1	u
CN(Cc1ccccc1CN1CCCC1)C(=O)c1c[nH]c(=O)[nH]1	u
OC(C#Cc1ccccc1)C#CC(O)(c1ccccc1)c1ccccc1 (stereo not given)	i
CN1CCN(c2nc3c(c(=O)n(C)c(=O)n3C)n2Cc2c(Cl)cccc2Cl)CC1	i
CCOC(=O)C1(C/C=C/c2ccccc2)CCCN(C(=O)c2cc(C)[nH]n2)C1 (stereo not given)	u
COc1ccc(C(=O)Cn2c(Br)nc3c2c(=O)[nH]c(=O)n3C)cc1	i
Cc1ccc2nc(Cl)c(CC3CC(c4ccccc4)=NN3C(=O)CCC(=O)O)cc2c1 (stereo not given)	i
Cc1ccc(C(=O)N2C[C@H](N(C)C)C[C@H]2C(=O)O)cc1NC(=O)C(C)(C)C	u
COc1cc([N+](=O)[O-])cc(C=Nc2ncccc2O)c1O	42%*
C=CCNC(=O)C(=O)NCc1ccccn1	i
C[C@H]1[C@@H]2[C@@H](O)[C@H]([C@H](C)C(=O)N3CCCC3)CC[C@@]2(C)CC[C@@H]1NC(=O)C1CC1	i
CSc1ncccc1C(=O)N1CCC(C(Cc2ccccc2)N(C)C(=O)c2ccoc2C)CC1 (stereo not given)	i
CCN1CCN(C(=O)c2cn(Cc3ccccc3Cl)nn2)[C@@H](C)C1=O	i
COc1ccc(CC(=O)N2CC[C@@H](CC(=O)O)[C@@H](CCN3CCN(c4ccccn4)CC3)C2)cc1	i
CCOC(C(=O)c1ccccc1)c1ccccc1 (stereo not given)	i
CCOc1ccc(C2CC(c3ccccc3Cl)Nc3nc(N)nn32)cc1 (stereo not given)	i
O=C(C1CC1)N1CCc2cc(S(=O)(=O)Nc3cccc(F)c3)ccc21	u
COc1cccc(-c2cc(N3CCN(S(=O)(=O)c4ccc(C(C)C)cc4)CC3)ncn2)c1	i
O=C1C2CCCN2C(c2ccc(Cl)c(Cl)c2)N1c1nccs1 (stereo not given)	i
CN1CCN(S(=O)(=O)c2ccccc2[N+](=O)[O-])CC1	i
COc1ccc(C2CC(=O)N(CC(=O)c3ccccc3)c3ccccc3S2)cc1 (stereo not given)	u
COc1ccc(C(=O)CCC(=O)N2CCCC3(CC2)CN(C)C(=O)O3)cc1 (stereo not given)	u
COc1cccc(-n2c(C)nc3c(cnn3-c3ccccc3Cl)c2=O)c1	i
Cc1c(CN2CCC3(CC2)C(=O)N(CCCc2cccnc2)C(=O)N3CC(C)C)cnn1C	u

Part of the list above, as labelled records.
CCSc1nc(-c2cccs2)cc(C(F)(F)F)c1C#N
  ST2 inh: u

CC(=O)c1ccc(N2CCN(C(=O)c3cn(C)c(=O)c4c3c3ccccc3n4C)CC2)cc1
  ST2 inh: i

Continuation.
SMILES	ST2 inh
COc1cc(OC)c(C2C(C#N)=C(N)Oc3n[nH]c(C(C)C)c32)c(OC)c1 (stereo not given)	i
Cc1cccc(CSC2=NCCN2C(=O)C(C)Oc2ccccc2)c1 (stereo not given)	i
Cc1ccc(C(=O)/C=C(\c2ccccc2)N2CCCCC2)cc1	30%*
Cc1cccc(C)c1OCC(=O)Nc1ccccc1	i
COc1ccc(-n2ncc3c2CC(C)(C)CC3NC(=O)Cc2cnc3ncnn3c2)cc1 (stereo not given)	u
CCOc1ccc2nc(NC(=O)c3ccc(Cl)s3)sc2c1	u
Nc1c(Cl)cc(Cl)cc1[N+](=O)[O-]	37%*
c1ccc(CCc2nc(-c3ccc4n[nH]nc4c3)n(-c3ccccn3)n2)cc1	i
O=C(NCCN1C(=O)c2cccc([N+](=O)[O-])c2C1=O)c1ccncc1	i
O=C(NC1CC(=O)N(c2ccc(Cl)cc2)C1)C1CCCC1 (stereo not given)	i
CCc1cc2c(=O)c(-c3nc4ccccc4s3)coc2cc1O	i
Cc1nn(Cc2ccccc2Cl)c(C)c1NC(=O)CSc1n[nH]c(C)c1[N+](=O)[O-]	u
Cc1cccn2c(CC(=O)NC(Cn3ccnc3)C(C)C)cnc12 (stereo not given)	i
C=C(C(=O)O[C@H]1C/C(C)=C/CC/C(CO)=C/[C@H]2OC(=O)C(=C)[C@H]12)C(O)CO (stereo not given in full)	u
CC(=O)N(CC(=O)O)c1ccccc1C(=O)O	i

Quoted at random: 3 compounds from above
SMILES	ST2 inh
Cc1ccc(C(=O)/C=C(\c2ccccc2)N2CCCCC2)cc1	30%*
Cc1cccn2c(CC(=O)NC(Cn3ccnc3)C(C)C)cnc12 (stereo not given)	i
Cc1cccc(C)c1OCC(=O)Nc1ccccc1	i

Further compounds.
SMILES	ST2 inh
O=C(c1cccs1)N1CCN(S(=O)(=O)c2cc3c4c(c2)CCN4C(=O)CC3)CC1	i
CCCCn1c(=O)c(-c2ccc3ccccc3n2)cc2ccccc21	u
CCn1cnc2sc(C(=O)Oc3cccc(C)c3)c(C)c2c1=O	i
CC(C)OCCCNC(=O)CCCn1c(=O)[nH]c2ccsc2c1=O	i
CCOc1ccc2sc(NC(=O)[C@H]3[C@@H](C(=O)O)[C@H]4C=C[C@@H]3C4)nc2c1	i
O=C1CSC(c2ccccc2)N1c1ccc(F)cc1 (stereo not given)	i
Cc1nc(CCNC(=O)c2cnn(-c3ccccn3)c2C)sc1C	i
Cn1c(CC(O)C(Cl)(Cl)Cl)nc2ccccc21 (stereo not given)	i
O=C(NCc1nccs1)c1nn(Cc2ccccc2)c2c1CN(C(=O)c1cccnc1)CC2	u
CCn1ncc(-c2ccc(OC)cc2C)c1C(=O)OC	i
NC(=O)[C@@H](Cc1ccccc1)NC(=O)C1=C[C@@H](NS(=O)(=O)c2cccs2)[C@@H](O)[C@H](O)C1	i
Cc1cc(Nc2ccccc2)nc(Nc2ccc(NC(=O)c3ccc(Br)cc3)cc2)n1	u
CCn1nc(C(=O)O)c2c1CCC(NCCc1nc(C)c3c(n1)CCCC3)C2 (stereo not given)	u
COc1cc(S(=O)(=O)Nc2ccccn2)ccc1Cl	i
CCCn1cc(C(=O)N(Cc2ccccc2F)C(C)CC)c(C)n1 (stereo not given)	i
CCCSC1=C(C#N)C(c2ccc(O)c(OC)c2)CC(=O)N1 (stereo not given)	i
COc1cccc(CC2(C(=O)O)CCN(C(=O)C(C)C)CC2)c1	i
COc1ccc(-n2c3c(cc(C(=O)Nc4ccc5c(c4)C(=O)NC5=O)c2=O)C(=O)CCC3)cc1	i
O=C1CCCC2=C1C(c1ccc([N+](=O)[O-])cc1)Nc1ccccc1N2 (stereo not given)	i
CCN(CC)C(=O)C1CCN(c2ccc(-c3cccs3)nn2)CC1	i

This is a subset; rates above refer to the full screens.
